Screens from PubChem BioAssay.
PL synth Enamine = animal cell phospholipid biosynthesis inhibition, Enamine screen; ZR-82 CHO cells, pyrene fatty acid UV survival, CellTiter Blue; peroxisome-deficient CHO-K1 mutant line; plus DGAT-1, DGAT-2 and ACAT inhibitors; calls only at 10 µM; 0.4% of 20,000 active; AID 1347385;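 active means cell survival signal 2 SD away from solvent-only control wells, confirmed on one or two retests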;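 further: 3 h compound exposure then viability read about one day after UV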
Calls only; i = inactive; + = active, no number.

SMILES | PL synth Enamine
CS(=O)(=O)N1CCc2cc(C(=O)CSc3nnnn3C3CCCC3)ccc21 | i
O=C(/C=C/Nc1ccc(F)cc1)C(F)(F)F | i
O=C(NNc1ccnc2cc(Cl)ccc12)c1ccc(=O)[nH]n1 | i
O=C(CCn1ccnc1)NC(=O)NC12CC3CC(CC(C3)C1)C2 | i
S=C(NCC1CCCO1)Nc1ccccc1 (stereo not drawn) | i
O=C(OCc1nc(-c2cccs2)no1)c1cccs1 | i
Cc1ccc(P(=Nc2ccc([N+](=O)[O-])cc2)(N2CCCC2)N2CCCC2)o1 | i
C=CCn1c(COc2ccc(OC)cc2)n[nH]c1=S | i
O=C(COc1cc2oc(=O)c3c(c2cc1Cl)CCC3)c1ccc(Cl)s1 | i
C=CCNS(=O)(=O)c1ccccc1 | i
CC1Cc2cc(S(N)(=O)=O)ccc2N1Cc1cc(Cl)cc2c1OCOC2 (stereo not drawn) | i
NS(=O)(=O)c1ccc(NCc2nnc3ccccn23)nc1 | i
O=S(=O)(c1ccc(F)c(Cl)c1)N1CCNCC1 | i
O=C1CNC(=O)CN1 | i
Fc1ccc(CSc2ncnc3sc4c(c23)CCC4)cc1 | i
O=C(O)CCn1c(=O)oc2cc(S(=O)(=O)N3CCCC3)ccc21 | i
COc1cc2sc(/C=C/C=C3/N(C)c4ccccc4C3(C)C)[n+](CCCS(=O)(=O)[O-])c2c2sccc12 | i
CO/N=C(/c1ccc(OCCOc2ccc(/C(=N/OC)C(C)C)cc2)cc1)C(C)C | i
O=[N+]([O-])c1cc(S(=O)(=O)N2CCCC2)ccc1NN=C1CCCC1 | i
CN(C)CCCNC(=S)N1N=C(c2ccccc2)CC1c1ccccc1 (stereo not drawn) | i
Cc1sc2ncnc(SCC(=O)NC(=O)C(C)(C)C)c2c1C | i
CC12CCC(C/C1=N/N=C1\NC(=O)C(CC(=O)c3ccc(F)cc3)S1)C2(C)C (stereo not drawn) | i
Cc1nn(C)c(C)c1NC(=S)NCc1ccco1 | i
O=C(O)CSCc1ccsc1 | i
Nc1cc(=O)[nH]c(SCC(=O)NC(=O)NC2CCS(=O)(=O)C2)n1 (stereo not drawn) | i
Cc1sc2c(c1C)CN(CC1CCCO1)CN2C(=O)c1ccco1 (stereo not drawn) | i
CC1(C)CC(=O)c2sc(NC(=O)C3CCCCC3)nc2C1 | i
Cn1ccnc1Sc1ccccc1[N+](=O)[O-] | i
CC(=O)NNC(=S)NC1CC2CCC1C2 (stereo not drawn) | i
CC(C)CN(CC(C)C)Cn1nc(-c2ccc3c(c2)OCO3)oc1=S | i
C(=C\c1nc2ccccc2s1)/c1ccc(-c2ccccc2)cc1 | i
CCOC(=O)c1c(NC(=O)COC(=O)C2CC2C)sc(C)c1C (stereo not drawn) | i
Cn1nc(C(=O)NNC(=O)C2c3ccccc3Oc3ccccc32)c2ccccc2c1=O | i
Brc1ccc2c(c1)c(-c1ccccc1)nc1nncn12 | i
Cn1cccc1P(=Nc1ccccc1[N+](=O)[O-])(c1cccn1C)c1cccn1C | i
Brc1ccc(Cc2nnc3n2N=C(c2ccc4c(c2)OCCO4)CS3)cc1 | i
CCn1c(C)cc(C(=O)CSc2nnc(C)n2C2CCCCC2)c1C | i
NC(=O)C1CCN(C(=O)c2cccs2)CC1 | i
S=c1n(CN2CCOCC2)c2ccccc2n1CN1CCOCC1 | i
O=C(c1ccco1)N1CCN(c2ncnc3sc4c(c23)CCCCC4)CC1 | i
O=S1(=O)c2cccc3cccc(c23)N1Cc1nc2ccccc2[nH]1 | i
COCCN=c1scc(-c2cc(OC)ccc2OC)n1/N=C/c1c(O)ccc2ccccc12 | i
Cn1cccc1C(=O)NC(=O)COC(=O)c1cc(Br)c(Br)s1 | i
C=CCn1c(COc2cccc3ccccc23)nc2ccccc21 | i
ClC1(Cl)CC1CNc1ncnc2sccc12 (stereo not drawn) | +
CN=c1scc(-c2cc(OC)ccc2OC)n1/N=C/c1ccco1 | i
O=C1CN(S(=O)(=O)c2cccc3nsnc23)CCN1 | i
CC1CCc2sc(C(=O)NNC(=O)CC34CC5CC(CC(C5)C3)C4)cc2C1 (stereo not drawn) | i
CN(C)S(=O)(=O)c1cc(NC(=S)Nc2ccc(Cl)c(Cl)c2)ccc1Cl | i
Clc1c(-c2nnc(SCCOc3ccc(Br)cc3)o2)sc2ccccc12 | i
O=C1c2ccccc2C(=O)c2c1oc1c3c(ccc21)OCN(C1CCCCC1)C3 | i
O=C(CSc1nnc(-c2ccco2)o1)NCc1ccco1 | i
COc1ccc2[nH]ccc2c1 | i
Cn1c2nc(=Nc3ccccc3)n3c(c2c(=O)n1-c1ccccc1)CCC3 | i
CN(C)C(=O)CSc1ncnc2sccc12 | i
CCNc1nc(=S)[nH]c2ccccc12 | i
Cn1nnnc1SCc1nc(-c2cccs2)no1 | i
O=C(O)CC1Sc2ccccc2NC1=O (stereo not drawn) | i
O=C(NCC(F)(F)F)c1ccc([N+](=O)[O-])s1 | i
S=c1nc(-c2cccs2)[nH]c2ccccc12 | i

Next part:
SMILES | PL synth Enamine
O=C(OCC(=O)N(C1CCCCC1)C1CCS(=O)(=O)C1)c1ncc(Cl)c(Cl)c1Cl (stereo not drawn) | i
O=C(CC1CC2CCC1C2)Oc1ccc(S(=O)(=O)c2ccc(OC(=O)CC3CC4CCC3C4)cc2)cc1 (stereo not drawn) | i
CC(Sc1nnc(N)s1)C(=O)NC(C)C1CC2CCC1C2 (stereo not drawn) | i
O=[N+]([O-])c1cc(C(F)(F)F)cc([N+](=O)[O-])c1NN=C1c2ccccc2-c2ccccc21 | i
O=C(CN1C(=O)S/C(=C\c2cccs2)C1=O)OCC(=O)c1ccc[nH]1 | i
Cc1cnc(C(=O)OCC(=O)c2cc(C)n(-c3cc(C)on3)c2C)cn1 | i
COCCCNc1c(F)c(F)c(/C=C/CN2CCOCC2)c(F)c1F | i
O=S(=O)(Nc1ccc(Cl)cc1)c1ccc(N2CCCC2)c(NC(=S)NCC2CCCO2)c1 (stereo not drawn) | i
O=C(CSc1nnc2n1CCCCC2)NN1C(=O)NC2(CCCCC2)C1=O | i
CC1(C)CC(=O)OC1(C)C | i
O=S(=O)(c1ccc(SCc2cc(Cl)c3c(c2)OCCO3)nc1)N1CCCC1 | i
C/C=C/C(=O)OCC(=O)c1[nH]c(C)c(C(=O)OCC)c1C | i
CCCC[N+](CCCC)(CCCC)CCCC | i
Clc1ccc(C2=NN(c3ccc(/C=C/c4cccc(-c5ncc(-c6ccccc6)o5)c4)cc3)C(c3ccccc3)C2)cc1 (stereo not drawn) | i
CCCCNCC(=O)Nc1sc2c(c1C(N)=O)CCC2 | i
Cn1ccsc1=NC(=O)/C=C/c1ccc2c(c1)OCO2 | i
O=C(O)Cc1noc2ccccc12 | i
C=CCn1c(N)c(S(=O)(=O)c2ccccc2)c2nc3ccccc3nc21 | i
O=C1Oc2ccccc2C(=O)/C1=C\N1CCc2ccccc21 | i
O=C1N(Cc2ccccc2)C(c2ccc(C(F)(F)F)cc2)C1(F)F (stereo not drawn) | i
COc1cc2c(cc1NC(=S)Nc1cccc3ccccc13)oc1ccccc12 | i
Brc1ccccc1-c1nnc(SCc2nnc(-c3ccco3)o2)o1 | i
Cc1csc(=O)n1CC(=O)OCC(=O)c1c(N)n(C)c(=O)n(C)c1=O | i
c1sc(N2CCCCC2)nc1C12CC3CC(CC(C3)C1)C2 | i
CC1(C)CC2CC(C)(CN2C(=O)COC(=O)c2ccc([N+](=O)[O-])o2)C1 (stereo not drawn) | i
O=c1c2cc(Br)ccc2ncn1Cc1cc(=O)n2ccsc2n1 | i
Cc1nc(SCC(=O)N2CCCC2)c2c3c(sc2n1)CCC3 | i
CCCn1c(C)cc(C(=O)CN2C(=O)C(=O)N(CCc3cccs3)C2=O)c1C | i
CS(=O)(=O)c1ncc(Cl)c(C(=O)O)n1 | i
O=C(CSc1nnc(-c2cc3ccccc3[nH]2)n1-c1ccccc1)NCCN1C(=O)CSC1=O | i
CCC(=O)N(c1nnc(SCCCn2c(=O)c3c(ncn3C)n(C)c2=O)s1)C1CC1 | i
CN(C)S(=O)(=O)c1ccc2nnn(OCc3cc([N+](=O)[O-])cc4c3OCOC4)c2c1 | i
COc1cc(C2CC(c3cccnc3)=NN2c2ccc(F)cc2)cc(OC)c1OC (stereo not drawn) | i
O=c1[nH]c(=S)[nH]c(O)c1C=NC1CCCCCC1 | i
S=c1oc(-c2ccccc2)nn1CN1CCN(Cc2ccccc2)CC1 | i
Cc1nc2nc(N)nn2c(C)c1CCC(=O)NCCC(C)C | i
CC(N)C1CC2CCC1C2 (stereo not drawn) | i
COc1ccc2nc(NC(NC(=O)OCC3CCCO3)C(Cl)(Cl)Cl)sc2c1 (stereo not drawn) | i
COc1cc(C2Nc3ccccc3-c3nc4ccccc4n32)ccc1OCc1ccccc1 (stereo not drawn) | i
COc1cc(/C=N/N2CCN(C)CC2)cc(OC)c1O | i
Cc1[nH]c(C(=O)O)c(C)c1C(=O)O | i
O=[N+]([O-])c1cc(CN2CCOCC2)c2c(c1)OCOC2 | i
Cc1ccc(C2C3=C(CC(C)(C)CC3=O)Nc3onc(C)c32)cc1 (stereo not drawn) | i
Cn1c(=O)c2c(ncn2CC(=O)Nc2ccnn2C2CCCC2)n(C)c1=O | i
O=C(O)CNC(=O)C1CC1 | i
Clc1ccc2c(Sc3ccc(Br)cc3)ccnc2c1 | i
Cc1cc(-c2c[n+](=O)c3c(n2[O-])CCCC3)ccc1Cl | i
NS(=O)(=O)c1ccc(N/N=C2\CCc3ccccc32)c([N+](=O)[O-])c1 | i

Entries from the list above that have a CF3 group:
SMILES | PL synth Enamine
O=C(/C=C/Nc1ccc(F)cc1)C(F)(F)F | i
O=C(NCC(F)(F)F)c1ccc([N+](=O)[O-])s1 | i
O=[N+]([O-])c1cc(C(F)(F)F)cc([N+](=O)[O-])c1NN=C1c2ccccc2-c2ccccc21 | i
O=C1N(Cc2ccccc2)C(c2ccc(C(F)(F)F)cc2)C1(F)F (stereo not drawn) | i

Further structures follow:
SMILES | PL synth Enamine
Oc1ccc2ccccc2c1N=Nc1ncn[nH]1 | i
O=S(=O)(c1ccc(Br)s1)N1CCN(Cc2nc3ccccc3s2)CC1 | i
C[n+]1ccn(Cn2nnc3ccccc3c2=O)c1 | i
O=C1C2C3c4ccccc4C(c4ccccc43)C2C(=O)N1c1ccccn1 (stereo not drawn) | i
S=c1cc(-c2nc3ccccc3s2)c2ccccc2[nH]1 | i
O=S(=O)(c1ccc(Oc2ccc3c(c2)CCC3)nc1)N1CCCC1 | i
Nc1cc(S(=O)(=O)C(F)(F)C(F)(F)C(F)(F)F)ccc1Cl | i
COc1cc2c(c(O)c1OC)C(=O)C(OC)CCC2 (stereo not drawn) | i
O=C(Cn1ncc(Cl)c(Cl)c1=O)NC(=O)NC1CCCCC1 | i
Clc1ccc(Cl)c(-c2ccc(CNCCN3CCCC3)o2)c1 | i
CCC(C)n1nccc1NC(=O)C(C)Sc1nncs1 (stereo not drawn) | i
NS(=O)(=O)c1cccc(NS(=O)(=O)c2ccc(F)cc2)c1 | i
C=CCn1c(-c2ccncc2)n[nH]c1=S | i
CCc1nnc2c3c4c(sc3nc(CC)n12)CCCC4 | i
Cc1[nH]c(C(=O)O)c(C)c1C(=O)C(C)C | i
O=S(=O)(Nc1cc(S(=O)(=O)N2CCCCC2)ccc1O)c1ccc2c(c1)OCCO2 | i
C=CCn1c(SCC(=O)NC2CCCCC2)nc2sc3c(c2c1=O)CCCC3 | i
O=S(=O)(Nc1nc(CN2CCCCC2)nc2sc3c(c12)CCCC3)c1cccs1 | i
NC(=O)CN1C(=O)C(=O)N(C2CCCC2)C1=O | i
COCC(C)n1c(C)cc(C(=O)Cn2cc(C(F)(F)F)cc(Cl)c2=O)c1C (stereo not drawn) | i
O=[N+]([O-])c1ccc(C=Nc2ncn[nH]2)cc1 | i
COc1ccc(S(=O)(=O)ON=C2C(C)=CC(=O)C=C2C)cc1 | i
CCN(CC1COc2ccccc2O1)C(=S)NCCCN(C)C (stereo not drawn) | i
Nc1ncc(Cc2ccc(Br)cc2)s1 | i
O=S(=O)(c1ccc2c(c1)Cc1cc(S(=O)(=O)N3CCCCC3)ccc1-2)N1CCCCC1 | i
Oc1ccccc1/C=N/Nc1nc(-c2ccncc2)nc2ccccc12 | i
Cc1nn(CC(=O)N(C)C)c(C)c1[N+](=O)[O-] | i
CCc1n[nH]c(=S)n1/N=C(\C)c1cc2ccccc2o1 | i
CCCn1c(=O)n(C)c(=O)c2c(SCC(=O)N(CC)C3=CCCC3)nc(C(C)C)nc21 | i
O=C(N1CC23C=CC(CC2CC12CCCCC2)O3)C(F)(F)F (stereo not drawn) | i
C(=C\c1nc2c(ccc3ccccc32)s1)/c1cccc(/C=C/c2nc3c(ccc4ccccc43)s2)c1 | i
O=C(c1cc2c(s1)CCC2)N(C(=O)c1cc2c(s1)CCC2)c1ccc(Br)cn1 | i

Grouped by structure: those above containing an NH in an aromatic ring (18)
SMILES | PL synth Enamine
O=C(NNc1ccnc2cc(Cl)ccc12)c1ccc(=O)[nH]n1 | i
C=CCn1c(COc2ccc(OC)cc2)n[nH]c1=S | i
Nc1cc(=O)[nH]c(SCC(=O)NC(=O)NC2CCS(=O)(=O)C2)n1 (stereo not drawn) | i
O=S1(=O)c2cccc3cccc(c23)N1Cc1nc2ccccc2[nH]1 | i
COc1ccc2[nH]ccc2c1 | i
CCNc1nc(=S)[nH]c2ccccc12 | i
S=c1nc(-c2cccs2)[nH]c2ccccc12 | i
O=C(CN1C(=O)S/C(=C\c2cccs2)C1=O)OCC(=O)c1ccc[nH]1 | i
C/C=C/C(=O)OCC(=O)c1[nH]c(C)c(C(=O)OCC)c1C | i
O=C(CSc1nnc(-c2cc3ccccc3[nH]2)n1-c1ccccc1)NCCN1C(=O)CSC1=O | i
O=c1[nH]c(=S)[nH]c(O)c1C=NC1CCCCCC1 | i
Cc1[nH]c(C(=O)O)c(C)c1C(=O)O | i
Oc1ccc2ccccc2c1N=Nc1ncn[nH]1 | i
S=c1cc(-c2nc3ccccc3s2)c2ccccc2[nH]1 | i
C=CCn1c(-c2ccncc2)n[nH]c1=S | i
Cc1[nH]c(C(=O)O)c(C)c1C(=O)C(C)C | i
O=[N+]([O-])c1ccc(C=Nc2ncn[nH]2)cc1 | i
CCc1n[nH]c(=S)n1/N=C(\C)c1cc2ccccc2o1 | i

The list is partial, so the mix of outcomes need not match the whole.
